LDHA block: qHTS assay for inhibitors of human lactate dehydrogenase | purified LDHA, NADH/diaphorase-resazurin fluorescence; stronger effect = lower value | activity change, % (values are at about 110 or 230 µM) | 0.15% of 480,000 active; in the data active = activity change below about -30%; inconclusive = mostly about -25% to -30%;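 note: plate controls were DMSO wells for no effect and wells without enzyme for full effect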
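Remaining NADH was detected by diaphorase (0.133 mg/mL) converting 37 µM resazurin to fluorescent resorufin, read at 0 and 20 minutes. The preceding 5-minute room-temperature reaction used 2 nM LDHA, 0.2 mM sodium pyruvate and 0.06 mM NADH at pH 7.4.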
D1 antagonist: Antagonist of Human D 1 Dopamine Receptor: qHTS; D(1A) dopamine receptor (Homo sapiens), P21728; HEK293 TREx D1 cells, calcium flux, dopamine EC80; stronger effect = lower value; activity change, negative = inhibition, % at 10 µM; 3.2% of 360,000 active; in the data active = activity change below about -30%; note: % is set by controls: 0 for no effect and ±100 for the full control effect
Target sequence (P21728 whole entry, looked up): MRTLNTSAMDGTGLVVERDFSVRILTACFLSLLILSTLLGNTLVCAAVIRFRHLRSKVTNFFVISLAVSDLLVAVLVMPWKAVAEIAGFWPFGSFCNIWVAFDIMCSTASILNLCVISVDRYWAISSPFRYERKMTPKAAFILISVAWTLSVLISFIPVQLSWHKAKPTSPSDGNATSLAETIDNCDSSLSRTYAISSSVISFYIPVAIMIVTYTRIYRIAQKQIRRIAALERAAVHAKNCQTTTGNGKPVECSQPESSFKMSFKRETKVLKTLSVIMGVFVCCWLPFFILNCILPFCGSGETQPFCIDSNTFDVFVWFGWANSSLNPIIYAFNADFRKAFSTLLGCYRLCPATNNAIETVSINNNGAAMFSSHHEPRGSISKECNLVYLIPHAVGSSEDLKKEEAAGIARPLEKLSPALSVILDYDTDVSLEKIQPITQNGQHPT
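Using tetracycline-induced force-coupled D1 Hek293 cells and a calcium dye, signals were followed for 180 s after compound, then for 180 s after EC80 dopamine, to detect inhibitors.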
Vif-A3G inh: qHTS for Inhibitors of Vif-A3G Interactions: qHTS; DNA dC->dU-editing enzyme APOBEC-3G (Homo sapiens), Q9HC16; HeLa A3G-eYFP + Vif (tagged APOBEC3G with the HIV-1 protein that degrades it), YFP fluorescence, overnight; Potency, µM (highest dose often 46.1 µM), inactives show at the highest dose activity, negative = active, hits mostly inhibitors; 0.076% of 410,000 active; AID 602310, 2012;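 note: potency is the fitted concentration of half-maximal effect; % is set by controls: 0 for no effect and ±100 for the full control effect; nearly all actives have a fitted effect of over 60% in size; hits raise eYFP signal because A3G escapes Vif-driven loss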
Target sequence (Q9HC16 whole entry, looked up): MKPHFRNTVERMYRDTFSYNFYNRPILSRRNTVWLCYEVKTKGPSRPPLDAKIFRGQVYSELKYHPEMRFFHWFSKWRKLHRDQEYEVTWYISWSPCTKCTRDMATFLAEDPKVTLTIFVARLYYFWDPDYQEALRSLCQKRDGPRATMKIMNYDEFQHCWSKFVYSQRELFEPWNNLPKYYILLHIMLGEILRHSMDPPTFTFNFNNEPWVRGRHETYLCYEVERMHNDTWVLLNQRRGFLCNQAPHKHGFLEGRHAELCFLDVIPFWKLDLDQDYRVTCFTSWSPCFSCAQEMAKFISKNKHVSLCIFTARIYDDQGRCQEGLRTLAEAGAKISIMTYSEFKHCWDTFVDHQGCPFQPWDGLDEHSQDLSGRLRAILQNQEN
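HeLa cells stably expressing Vif and C-terminally eYFP-tagged A3G, seeded overnight at 37 deg C, then exposed to compound by pintool overnight at 37 deg C. Rise in yellow fluorescence (Ex 488/Em 500-530, Acumen) marks blocked Vif-driven A3G degradation.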
Glioma ERSR ind: qHTS for Inducers of the Endoplasmic Reticulum Stress Response (ERSR) in Human Glioma: qHTS; U87-MG GRP78 promoter luciferase reporter, 16 h; Potency, µM, without a hit: at the highest dose activation, usual class: activators; 0.02% of 420,000 active; note: potency is the fitted concentration of half-maximal effect; series mostly up to about 76 µM; % of control where 0% means no effect; nearly all actives have a fitted effect of over 35% in size
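Stably transfected U87-MG human glioma cells carrying a GRP78-based luminescent sensor were seeded at 1000 cells/well, pin-dosed with compounds and incubated 16 h. Luciferase reagent was then added, and end-point luminescence was read after 10 min at room temperature.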
RXFP1 ag: qHTS Assay for Agonists of the Relaxin Receptor RXFP1. HEK293T-RXFP1 cAMP TR-FRET, 30 min; response scale: percent of porcine relaxin response, buffer zero. Potency, µM (series often up to 57.5 µM), for inactives: top-dose activation, usual class: activators. Relaxin receptor 1 (Homo sapiens), Q9HBX9. 0.3% of 370,000 active. AID 2676, 2010; note: potency is the fitted concentration of half-maximal effect; % is set by controls: 0 for no effect and ±100 for the full control effect; nearly all actives have a fitted effect of over 60% in size; many of its hits are not listed in these tables
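Agonist response is measured as cAMP accumulation in an RXFP1-transfected HEK293T line under PDE4 inhibition. Values are scaled between buffer-only and 29 nM porcine relaxin, and EC50s come from standard Hill equation fits.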
Vif-A3F inh: qHTS for Inhibitors of Vif-A3F Interactions: qHTS. Potency, µM (titrated, usually from 46.1 µM), for inactives: at the top dose activity, negative = active. HeLa A3F-eYFP + Vif (tagged APOBEC3F with the HIV-1 protein that degrades it), YFP fluorescence increase. 0.2% of 390,000 active. AID 602313, 2012; note: potency is the fitted concentration of half-maximal effect; % of control where 0% means no effect; nearly all actives have a fitted effect of over 65% in size
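Fluorescence increase (Ex 488/Em 500-530) after overnight compound treatment at 37 deg C flags inhibition of Vif-driven A3F-eYFP loss in stable HeLa A3F-eYFP/Vif cells seeded overnight beforehand.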
D1 PAM: Potentiators of Human D1 Dopamine Receptor: qHTS. D(1A) dopamine receptor (Homo sapiens), P21728. HEK293 TREx D1 cells, calcium flux, dopamine EC20 potentiation. potentiation, % at 10 µM. 0.036% of 360,000 active; in the data active = potentiation above about 30%; note: 0% is about no effect
D2 potentiator: HTS Assay for Positive Allosteric Modulators of the Human D2 Dopamine Receptor: Primary Screen for Potentiators. D(2) dopamine receptor (Homo sapiens), P14416. potentiation, % at 10 µM. 0.34% of 340,000 active. AID 485347, 2010. HEK293 T-REx D2, calcium flux, EC20 dopamine potentiation;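 active = potentiation over 3 SD above the plate norm, cut at about 30% in these data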; note: 0% is about no effect
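Potentiation of an EC20 dopamine calcium response is measured in a force-coupled, tetracycline-inducible Hek293 Trex D2 line. Compound-only kinetic reads over 180 s flag agonists before dopamine addition.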
D1 ag: Allosteric Agonists of the Human D1 Dopamine Receptor: qHTS; 1% of 360,000 active; D(1A) dopamine receptor (Homo sapiens), P21728; HEK293 T-REx D1 cells, calcium flux, agonist mode; activation, % at 2 µM; AID 504660, 2011; in the data active = activation above about 30%; note: 0% is about no effect
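Tetracycline-induced HEK293 TREx D1 cells, force-coupled to calcium signalling, were dye-loaded with a no-wash calcium kit. Compound was pin-added after a 10 s baseline. Fluorescence was read kinetically at 1 cycle/s for 180 s, with calcium rises flagged as agonism.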
Starred values were filed as active, the others as inactive; u = inconclusive; x = no result given; & = joins results of further samples. Unless noted, calls come from the whole dose curve; as a rule, active = well fitted curve in the direction sought with a large enough effect; inconclusive = small, poorly fitted or top-dose-only effect, or another doubt; inactive = no such curve, though single readings can be large; an effect the other way counts as inactive or inconclusive.

SMILES	LDHA block	D1 antagonist	Vif-A3G inh	Glioma ERSR ind	RXFP1 ag	Vif-A3F inh	D1 PAM	D2 potentiator	D1 ag
CCCCCc1c(C)nc(Nc2ccc(F)cc2)[nH]c1=O	0.1	-29.3	4.8%	-1.9%	-1.3%	7.8%	-6.7	4.8	20.6
CCC(=O)N1CCc2cc(S(=O)(=O)CCC(=O)Nc3ccc(C)cn3)ccc21	0.8	-0.1	-0.6%	-3.5%	1.9%	-2.7%	-2.6	-20.1	-0.7
CCN(CC)C(=O)CSc1nnc(-c2cnccn2)n1-c1ccc(C)cc1	-7.6	16.5	-5.6%	-2.7%	1.7%	0.1%	-5.0	7.2	2.3
CCOC(=O)c1ccc2ncc(C(=O)OCC)c(NCCc3ccc(OC)c(OC)c3)c2c1	-6.2	-9.6	x	x	3.5%	x	-0.3	-3.5	4.5
O=C(NCC(c1cccs1)N1CCOCC1)c1cc(S(=O)(=O)N2CCOCC2)ccc1Cl (centres undefined)	-7.7	x	-9.5%	-2.6%	x	-4.6%	x	x	x
Cc1ccc2[nH]c(=O)c(C(c3nnnn3C(C)(C)C)N(Cc3ccco3)CC3CCCO3)cc2c1 (centres undefined)	1.5	7.7	0.5%	-0.8%	7.0%	0.5%	-1.0	4.8	3.4
CN(C)c1ccc(/C=N/NC(=O)c2ccnn2C)cc1	1.2	12.4	-1.5%	5.0%	-2.3%	1.3%	-9.9	2.1	1.0
Cc1cccc(N2CCN(Cc3cn(C)nc3-c3ccccc3F)CC2)n1	3.4	3.1	u	-7.2%	2.0%	1.5%	-4.7	-24.0	1.3
COC(=O)c1ccc(N2C(=O)c3cc(N4CCOCC4)c([N+](=O)[O-])cc3C2=O)cc1	-9.4	10.1	0.3%	2.1%	-0.6%	1.4%	-8.3	-2.6	0.8
CC(C)N=C(NS(=O)(=O)c1cccs1)c1ccccc1	-3.1	7.2	-7.3%	-3.3%	-2.5%	1.1%	-9.7	6.4	2.0
O=S(=O)(c1ccc(F)cc1)N1CCn2c(nc3ccccc32)C1	-5.9	8.9	-0.5%	-0.4%	0.3%	-6.4%	x	1.7	-1.4
COc1ccc(CCNC(=O)C2CCN(c3ccc(N4CCOCC4)nn3)CC2)c(OC)c1	-0.5	-32.8*	0.1%	-5.9%	-0.2%	-4.1%	-3.7	0.1	-0.5
CCCCCCCC/C=C\CCCCCCCC(=O)NCCO	-7.9	17.3	1.5%	-3.8%&-3.7%&-3.4%&-4.0%	-0.6%	6.8%	-3.6	4.4	2.1
Cc1cccn2c(=O)c3cc(C#N)c(=NC(=O)c4cccnc4)n(CC4CCCO4)c3nc12 (centres undefined)	-4.9	x	0.2%	-3.1%	x	0.7%	x	x	x
COc1ccc(C2CC(c3ccccc3)Nc3ncnn32)cc1 (centres undefined)	-15.8	-12.8	-0.8%	-1.5%	6.9%	-13.4%	0.6	5.1	3.4
C=CCn1c(SCC(=O)NCc2ccc3c(c2)OCO3)nnc1C1CCCCC1	-6.0	-16.8	-9.8%	-0.2%	1.2%	-9.0%	-0.1	-8.9	0.6
N#Cc1ccc(OCC(=O)N2CCc3ccccc32)cc1	-11.6	x	-0.8%	2.7%	x	1.6%	x	x	x
CCOc1ccc(-c2nnn(CC(=O)Nc3cc(OC)ccc3OC)n2)cc1OCC	4.3	-15.0	-7.3%	-3.3%	-0.1%	-10.6%	-7.8	4.6	0.4
CCOc1ncccc1C(=O)Nc1cccc(S(=O)(=O)NC2=NCCC2)c1	-9.4	11.3	-5.9%	6.8%	0.7%	0.5%	2.4	-2.3	0.5
CC(C)(C)C(=O)Nc1ccc(-c2cc3cc(Cl)ccc3o2)cc1	-1.8	-2.5	0.9%	-7.8%	6.8%	-11.2%	1.8	9.8	1.5
Cc1ccc(S(=O)(=O)Nc2ccc3nc(C)sc3c2)c(C)c1	1.2&12.0	-10.4	2.2%	-4.3%	-0.9%	-0.8%	-5.0	14.0	19.8
COc1cccc(C(c2nnnn2Cc2ccccc2)N2CCN(C(=O)c3ccco3)CC2)c1OC (centres undefined)	-4.4	-5.5	-6.1%	-2.3%	0.1%	5.0%	-5.8	-3.5	0.0
CNC(=S)Nc1cc(C)ccc1OC(F)F	-2.6	3.2	4.5%	-2.4%	0.1%	6.4%	-2.1	3.5	1.0
C/C=C/c1ccc(Oc2nnnn2-c2ccc(C(=O)O)cc2)c(OC)c1	0.2	7.0	-11.9%	-2.7%	0.2%	0.2%	1.1	1.9	1.0
COc1ccc(CNC(=O)COC(=O)CCCOc2ccc(Cl)cc2Cl)cc1	-11.3	-3.0	-4.3%	-10.2%	0.3%	7.2%	4.2	8.4	30.7*
CNC(=O)COc1ccc(NC(=O)CCn2nc(-c3ccc(C)cc3)c3ccccc3c2=O)cc1	-17.4	-15.1	0.5%	-0.2%	3.2%	-1.1%	-1.7	8.2	0.8
O=C(CCC(=O)N1CCCCC1)Nc1nnc(C2CCCCC2)s1	-2.9	-2.5	-0.4%	-6.0%	0.4%	1.1%	15.2	-4.3	1.9
CCOC(=O)c1c(N)sc2c1CCCC2=O	-3.3	-10.3	-0.5%	0.6%	6.5%	7.3%	-1.8	4.8	3.5
Cc1cc(C)c(C#N)c(SCC(=O)N(CC(C)C)C2CCS(=O)(=O)C2)n1 (centres undefined)	-6.9	3.2	1.3%	-1.7%	1.8%	4.8%	-0.5	0.7	0.9
Cc1cc(C)c(S(=O)(=O)N(CC(=O)N2CCOCC2)C2CCCCC2)c(C)c1	0.7	24.4	1.2%	-1.6%	1.7%	4.3%	-4.1	7.3	-0.1

D1 ag: what is marked active above
mol	LDHA block	D1 antagonist	RXFP1 ag	D1 PAM	D2 potentiator	D1 ag
COc1ccc(CNC(=O)COC(=O)CCCOc2ccc(Cl)cc2Cl)cc1	-11.3	-3.0	0.3%	4.2	8.4	30.7*

(cont.)
SMILES	LDHA block	D1 antagonist	Vif-A3G inh	Glioma ERSR ind	RXFP1 ag	Vif-A3F inh	D1 PAM	D2 potentiator	D1 ag
Cc1noc(C)c1C(=O)NC(C)C1CCCO1 (centres undefined)	-1.5	-25.0	3.3%	-4.1%	0.2%	-12.9%	1.7	2.8	4.5
c1ccc(OCCCn2ccnc2)cc1	-1.8	18.3	-4.7%	-3.0%	0.1%	13.8%	-1.2	0.8	3.5
CCCCn1c(N)c(N(CCOC)C(=O)CCCn2c(=O)oc3ccccc32)c(=O)[nH]c1=O	3.6	x	2.2%	3.2%	x	0.2%	x	x	x
CCOC(=O)/C(C#N)=C/c1cn(CCC(=O)O)nc1-c1cccc(Cl)c1	-0.5	18.5	1.7%	-1.8%	0.9%	2.1%	-0.4	1.4	2.8
Cc1cc(C)c2c(CN3CCN(CCO)CC3)cc(=O)oc2c1	-1.1&-3.9	18.3	2.8%	0.2%	-1.3%	-0.5%	-4.8	-7.8	2.7
Cc1cccn2c(=O)c3cc(C(=O)N4CCCCC4)sc3nc12	-4.8	-7.2	-5.1%	5.5%	22.6%	11.5%	-3.0	2.8	0.0
O=C(c1cc2ccccc2cc1OCC(O)CN1CCCCC1)N1CCCCC1 (centres undefined)	7.2	-9.5	3.3%	-3.0%	0.9%	2.7%	-2.2	-9.7	0.0
Cc1ccc(S(=O)(=O)NNC(=O)C2CCCCC2)cc1	-3.0	2.0	7.0%	-1.5%	-0.5%	-2.4%	-6.5	22.4	1.9
Cc1cc(N2C(=O)C(O)=C(C(=O)c3cccs3)C2c2cccc(O)c2)no1 (centres undefined)	-6.3	6.3	0.6%	3.9%	14.8%	-5.2%	3.2	-2.4	2.5
Nc1c(C(=O)NCC2CCCO2)c2nc3ccccc3nc2n1/N=C/c1ccncc1 (centres undefined)	-0.8	x	4.3%	-3.2%	x	2.2%	x	x	x
COc1ccc([N+](=O)[O-])cc1N(CC(=O)NCC1CCCO1)S(C)(=O)=O (centres undefined)	1.8	3.9	0.3%	-3.9%	-0.2%	-5.1%	11.1	2.6	0.6
Cc1cc(C)cc(NC(=O)CSc2nc3c([nH]c4ccccc43)c(=O)n2-c2ccc(F)cc2)c1	-2.2	5.9	-12.0%	-4.8%	-0.9%	u	-0.8	16.2	4.4
Cc1ccc(NC(=O)C2COc3ccccc3O2)nc1 (centres undefined)	-5.5	4.3	-0.1%	-2.6%	-0.2%	-12.4%	-1.0	3.6	-0.5
CCOc1ccccc1N1CCN(C(=O)c2cc(-c3cccnc3)nc3c(Cl)cccc23)CC1	-0.4	-6.6	u	-1.6%	2.3%	-0.9%	-4.6	-4.2	1.5
Cc1ccc(OCC(=O)Nc2cccc3ccc(C)nc23)c(C)c1	-3.7	3.9	2.1%	-5.3%	3.2%	3.4%	-3.6	x	8.6
O=C(NC1CCCN(Cc2ccc(Cl)cc2)C1)c1ccccc1C(F)(F)F (centres undefined)	-2.4	3.6	-0.4%	-2.7%	-1.1%	0.6%	-2.6	15.3	2.9
Cc1c(C(=O)NCCc2ccc3c(c2)OCCO3)oc2ccccc12	0.0	-8.0	-1.3%	-2.6%	1.2%	1.2%	-3.0	-18.2	2.5
Cc1cccc(NC(=O)C(Cc2ccccc2)n2cccc2)c1 (centres undefined)	-1.4	-23.7	-0.2%	2.9%	-0.8%	-2.2%	-7.7	-11.3	0.9
CN(C)C(=O)c1coc2nc3ccccc3nc12	-5.6	-8.7	-3.9%	-2.6%	2.7%	u	-6.0	-10.7	4.1
C[C@H](CO)N1C[C@H](C)[C@H](CN(C)Cc2cccc(C(F)(F)F)c2)OCc2ccccc2-c2c(n(C)c3ccccc23)C1=O	-2.6	x	-0.2%	-2.5%	x	-1.1%	x	x	x

Only part of the results is shown; the hit share may differ from the screen's.
